Screening data from PubChem BioAssay.
HepG2 tox = HepG2 cytotoxicity, counter-screen for TGF-b inhibitors. Potency, µM (highest dose often 46.1 µM), inactives show at the top dose activity change, negative = cytotoxicity, hits mostly cytotoxic. 410,000 tested, 0.76% active. HepG2 CAGA-GFP viability, ATP luminescence, 18 h; further: some results filed as inactive show a strong effect at the top dose
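CellTiter-Glo luminescence gave cytotoxicity after 18 hours at 37 degrees C. The cells were HepG2 CAGA-GFP in 1% FBS DMEM, stimulated with 500 pg/mL TGF-beta after compound addition. %Activity was normalised to no-cell wells (complete cell-killing) and DMSO (no toxicity), and curves were fitted and classified.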
Nrf2 inh = Nrf2 pathway inhibition; A549 ARE-Fluc reporter, luciferase luminescence, 18-24 h; Potency, µM (titrated, usually from 46 µM), inactives show at the highest dose activity change, negative = inhibition, usual class: inhibitors; 360,000 tested, 2.1% active; AID 504444; further: on the % scale 0 is the no-effect control and ±100 the full control effect; nearly all actives have a fitted effect of over 60% in size
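A549 ARE_Fluc cells (5000/well, 5% FBS OPTI-MEM) pre-incubated 2 h, then treated with compounds 18-24 h at 37C/5% CO2 in concentration-response. CellTiter-Fluor viability read first; BugLite luciferase luminescence after 15 min at room temperature gives Nrf2 activity.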
A549 viability = kills or reduces viability of A549 cells in Nrf2 counter-screen; A549 ARE-Fluc cells, CellTiter-Fluor viability, 18-24 h; Potency, µM (highest dose often 46 µM), for the others: at the highest dose activity change, negative = cytotoxicity, most hits filed as inhibitors; 390,000 tested, 0.16% active; further: on the % scale 0 is the no-effect control and ±100 the full control effect
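A549 ARE-Fluc cells in 5% FBS OPTI-MEM, 5000 cells/well, rested 2 h then exposed to compounds in concentration-response for 18-24 h at 37 °C. Viability by CellTiter-Fluor fluorescence (Ex 405/Em 525) after 30 min; luciferase luminescence (BugLite, 15 min, RT) read afterwards.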
MCF10A rerep = inducers of DNA re-replication in MCF 10A breast cells; 350,000 tested, 2.9% active; MCF 10A DNA re-replication, Hoechst nuclear intensity, 48 h; Potency, µM (series often up to 46.1 µM), for the others: at the highest dose activity, positive = re-replication, usual class: activators; further: % of control where 0% means no effect; nearly all actives have a fitted effect of over 50% in size
Nrf2 ARE act = Nrf2 pathway activation. AREc32 ARE-luciferase reporter (MCF7-derived line), luminescence, 24 h. Potency, µM (top dose mostly 46.1 µM), without a hit: at the top dose activation, actives largely listed as activators. 410,000 tested, 0.31% active. AID 624171; further: % of control where 0% means no effect; nearly all actives have a fitted effect of over 65% in size
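Reporter line AREc32 (ARE-Fluc), seeded overnight in OPTI-MEM with 5% FBS; compound pin-transferred, 24 hr at 37 deg C, 5% CO2; luminescent read-out.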
ATXN viability = reduces viability in counter-screen for ATXN expression inhibitors; S2 cells (HEK-293 line with an ATXN2-luciferase reporter) viability, CellTiter-Fluor protease fluorescence, 24 h; Potency, µM (doses to about 56.7 µM), actives largely listed as cytotoxic; 400,000 tested, 0.49% active; AID 651635; further: nearly all actives have a fitted effect of over 40% in size
TGFb SMAD3 inh = blocks TGF-b signaling; Potency, µM (doses to about 46.1 µM), for inactives: at the top dose activity, negative = inhibition, usual class: inhibitors; HepG2 CAGA-GFP TGF-b/SMAD3 reporter, GFP fluorescence, 18 h; TGF-beta stimulated, 500 pg/mL final; 410,000 tested, 1.2% active; further: on the % scale 0 is the no-effect control and ±100 the full control effect; nearly all actives have a fitted effect of over 65% in size
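Inhibition was scored as loss of TGF-beta-induced (500 pg/mL final, 18 hours, 37 degrees C) GFP in HEPG2 cells carrying a CAGA-GFP reporter, in DMEM with 1% FBS. Well GFP was summed per cell; Activity was normalised to unstimulated and stimulated DMSO wells, then concentration-response fitting.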
EPAC2 antag = antagonists of human EPAC2 | EPAC2 GEF exchange of Rap1B-BODIPY-GDP, fluorescence | Potency, µM (highest dose often 114 µM), for inactives: top-dose activity, negative = inhibition, most hits filed as inhibitors | AID 720708 | 360,000 tested, 0.18% active; further: on the % scale 0 is the no-effect control and ±100 the full control effect; nearly all actives have a fitted effect of over 45% in size; many of its hits are not listed in these tables
Target sequence (Q8WZA2 whole entry, looked up): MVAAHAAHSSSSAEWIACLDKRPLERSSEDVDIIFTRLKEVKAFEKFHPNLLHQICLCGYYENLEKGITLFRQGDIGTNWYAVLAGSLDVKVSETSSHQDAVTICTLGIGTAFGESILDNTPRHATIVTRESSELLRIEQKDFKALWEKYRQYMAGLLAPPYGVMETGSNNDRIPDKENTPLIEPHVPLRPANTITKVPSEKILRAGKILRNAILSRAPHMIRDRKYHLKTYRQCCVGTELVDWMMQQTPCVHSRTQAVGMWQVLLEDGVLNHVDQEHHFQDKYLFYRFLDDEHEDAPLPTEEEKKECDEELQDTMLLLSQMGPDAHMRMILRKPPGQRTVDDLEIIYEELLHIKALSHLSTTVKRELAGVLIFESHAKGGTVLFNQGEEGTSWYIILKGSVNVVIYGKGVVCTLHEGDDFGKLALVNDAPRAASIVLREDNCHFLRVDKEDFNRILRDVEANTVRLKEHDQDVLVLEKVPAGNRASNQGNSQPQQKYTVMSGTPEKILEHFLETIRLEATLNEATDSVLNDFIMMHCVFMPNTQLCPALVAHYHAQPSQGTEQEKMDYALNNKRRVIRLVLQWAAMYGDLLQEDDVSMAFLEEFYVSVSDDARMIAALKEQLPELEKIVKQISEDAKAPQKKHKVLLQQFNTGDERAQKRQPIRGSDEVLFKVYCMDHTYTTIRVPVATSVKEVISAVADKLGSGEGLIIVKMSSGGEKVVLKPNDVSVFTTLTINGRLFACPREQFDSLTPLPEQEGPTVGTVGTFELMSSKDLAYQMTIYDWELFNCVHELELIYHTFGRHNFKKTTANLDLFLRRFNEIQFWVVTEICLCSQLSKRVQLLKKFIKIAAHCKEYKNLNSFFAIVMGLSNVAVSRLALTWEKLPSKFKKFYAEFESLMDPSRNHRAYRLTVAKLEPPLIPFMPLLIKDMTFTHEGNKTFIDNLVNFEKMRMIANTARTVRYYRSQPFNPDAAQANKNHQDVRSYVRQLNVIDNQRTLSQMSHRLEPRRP
ATXN2 expr inh = reduces ATXN2 reporter expression in HEK-293 cells | HEK-293 ATXN2-luciferase reporter, luminescence, 24 h | Potency, µM (titrated, usually from 57 µM), for inactives: at the top dose activity change, negative = inhibition, usual class: inhibitors | 360,000 tested, 0.72% active | AID 1745845; further: on the % scale 0 is the no-effect control and ±100 the full control effect; nearly all actives have a fitted effect of over 55% in size
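ATXN2-luciferase reporter cells (luciferase flanked by upstream and downstream ATXN2 gene portions) were treated 24 h at 37 °C with compounds at up to 57 uM. SteadyGlo luminescence gave expression; GF-AFC fluorescence gave viability.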
Starred values were filed as active, the others as inactive; i = inactive; ? = inconclusive; . = not tested or not shown; [ ] = remark or other dose. The call rests on the fitted dose curve; in most records, active means well fitted curve in the direction sought with a large enough effect; inconclusive means small, poorly fitted or top-dose-only effect, or another doubt; inactive means no such curve, though single readings can be large; an effect the other way counts as inactive or inconclusive. Potency means the concentration at half of the fitted maximal effect.

nr	compound	HepG2 tox	Nrf2 inh	A549 viability	MCF10A rerep	Nrf2 ARE act
1	COc1cccc(C(=O)NCC(=O)N2CCN(c3ccc(C(F)(F)F)cn3)CC2)c1	-9%	?	-5%	-3%	0.1%
2	COc1cccc(CNC(=O)c2oc3c(c2C)-c2nn(Cc4cccc(Cl)c4)cc2CC3)c1	-13%	-19%	2%	.	-0.5%
3	Cc1ccc2ncnc(Nc3cccc([N+](=O)[O-])c3)c2c1	2%	?	0%	?	?
4	COCCn1c(SCC(=O)Nc2ccc(C(C)=O)cc2)nnc1-c1ccco1	-25%	-8%	4%	3%	-0.4%
5	CC(=O)N1CCN(c2ccccc2NC(=O)COc2cc(C)cc(C)c2)CC1	-7%	-10%	3%	-1%	0.0%
6	CN1CCN(/C=C2\SC(=S)NC2=O)CC1	-6%	8%	?	0%	-0.3%
7	Cc1nc2ccc(C(=O)Nc3ccc4c(c3)OCC(=O)N4)cn2c1N(C)C(=O)CCc1ccccc1	-4%	.	.	.	4.8%
8	COC1=C(Nc2ccccc2)C(=O)C(OC)=C(Nc2ccccc2)C1=O	4%	8%	-6%	2%	-0.1%

nr	ATXN viability	TGFb SMAD3 inh	EPAC2 antag	ATXN2 expr inh
1	i	-8%	-2%	?
2	.	0%	.	.
3	i	10%	3%	4%
4	i	-14%	2%	7%
5	i	7%	-14%	-13%
6	?	5%	13%	-1%
7	i	7%	-1%	9%
8	i	2%	10%	1%

Overlap with the part before: two compounds; new compounds follow.
nr	compound	HepG2 tox	Nrf2 inh	A549 viability	MCF10A rerep	Nrf2 ARE act
7	Cc1nc2ccc(C(=O)Nc3ccc4c(c3)OCC(=O)N4)cn2c1N(C)C(=O)CCc1ccccc1	-4%	.	.	.	4.8%
8	COC1=C(Nc2ccccc2)C(=O)C(OC)=C(Nc2ccccc2)C1=O	4%	8%	-6%	2%	-0.1%
9	COc1ccc(NS(=O)(=O)c2cn(C)c(=O)n(C)c2=O)c(OC)c1	-2%	-4%	-7%	4%	-0.3%
10	COc1ccc(-c2csc(N(Cc3ccccc3)C(=O)COc3ccc(Cl)cc3)n2)cc1	-1%	6%	1%	16%	-0.1%
11	Cc1cccc(CC2(O)C(=O)Nc3ccccc32)n1 (configuration not stated)	-9%	-22%	-7%	-2%	-0.5%
12	N#C/C(=C\c1ccco1)C(=O)NCc1ccccc1	-7%	-16%	-4%	-4%	-0.4%
13	CCOC(=O)C1=C(C)OC(=CC=Cc2ccccc2)C1=O	2%	.	.	.	18%
14	Cc1cccc(NC(=O)Nc2cccc(C#N)c2)n1	-48%	-22%	-12%	?	20%
15	CCCC(c1nnnn1C(C)(C)C)N1CCN(C(=O)c2ccco2)CC1 (configuration not stated)	-3%	1%	1%	0%	-0.3%
16	Cc1ccccc1NC(=O)C(c1ccccc1)C1CCCC1 (configuration not stated)	8%	29%	4%	?	-0.7%

nr	ATXN viability	TGFb SMAD3 inh	EPAC2 antag	ATXN2 expr inh
7	i	7%	-1%	9%
8	i	2%	10%	1%
9	i	-2%	11%	-2%
10	i	8%	8%	-11%
11	i	-3%	8%	4%
12	i	-3%	0%[57.1 µM]	.
13	i	-1%	-2%	.
14	i	?	-4%	59%[activator]
15	i	3%	3%	-10%
16	i	5%	25%	-16%

5 structures already listed, sorted by heavy-atom count, smallest number first:
nr	compound	HepG2 tox	Nrf2 inh	A549 viability	MCF10A rerep	Nrf2 ARE act
12	N#C/C(=C\c1ccco1)C(=O)NCc1ccccc1	-7%	-16%	-4%	-4%	-0.4%
16	Cc1ccccc1NC(=O)C(c1ccccc1)C1CCCC1 (configuration not stated)	8%	29%	4%	?	-0.7%
9	COc1ccc(NS(=O)(=O)c2cn(C)c(=O)n(C)c2=O)c(OC)c1	-2%	-4%	-7%	4%	-0.3%
15	CCCC(c1nnnn1C(C)(C)C)N1CCN(C(=O)c2ccco2)CC1 (configuration not stated)	-3%	1%	1%	0%	-0.3%
10	COc1ccc(-c2csc(N(Cc3ccccc3)C(=O)COc3ccc(Cl)cc3)n2)cc1	-1%	6%	1%	16%	-0.1%

nr	ATXN viability	TGFb SMAD3 inh	EPAC2 antag	ATXN2 expr inh
12	i	-3%	0%[57.1 µM]	.
16	i	5%	25%	-16%
9	i	-2%	11%	-2%
15	i	3%	3%	-10%
10	i	8%	8%	-11%

(more compounds)
nr	compound	HepG2 tox	Nrf2 inh	A549 viability	MCF10A rerep	Nrf2 ARE act
17	COC1=NC(=C(c2ccccc2)c2ccccc2)OC1=O	10%	16%	1%	7%	-0.2%
18	CC(C)CC(NC(=O)C1CCCN1C(=O)OC(C)(C)C)C(=O)NCC(N)=O (configuration not stated)	16%	9%	-5%	-2%	0.5%
19	COC(=O)c1cc(OC)nc(OC)c1	1%	-18%	-22%	0%	-1.1%
20	c1ccc(-c2ccc3nncn3c2)cc1	-4%	.	.	.	1.1%
21	Cc1nc2cc(NS(=O)(=O)c3c(C)c(C)cc(C)c3C)ccc2s1	-37%	11µM*	?	21%	-0.2%
22	O=C1CCC(CCC(=O)N2CCCC(C(=O)c3cccc(C(F)(F)F)c3)C2)=NN1 (configuration not stated)	-3%	?	0%	-3%	-0.3%
23	O=C(C[n+]1ccc(-c2nnc3n2CCC3)cc1)c1ccc(Cl)cc1	-2%	-25%	-2%	6%	0.3%
24	CCN1C(=O)/C(=C/N(C)c2ccccc2)OC1=S	-2%	?	-17%[1.84 µM]	4%	3.2%

nr	ATXN viability	TGFb SMAD3 inh	EPAC2 antag	ATXN2 expr inh
17	i	2%	?	-12%
18	i	9%	7%	-15%
19	i	3%	7%	.
20	i	-2%	-1%	11%
21	?	?	-14%	-11%
22	i	4%	5%	10%
23	i	-15%	9%	1%
24	?	12%	0%	46%[activator]

Further structures.
nr	compound	HepG2 tox	Nrf2 inh	A549 viability	MCF10A rerep	Nrf2 ARE act
25	CC(NC(=O)Nc1ccc(Cl)c(Cl)c1)C(c1ccccc1)N1CCOCC1 (configuration not stated)	-51%	?	?	?	0.3%
26	CCOC(=O)N/C(N)=N/c1nc2ccccc2s1	-21%	?	-8%	-3%	9.7%
27	Cn1cnnc1SCCNS(=O)(=O)c1ccccc1	-2%	21%	0%	4%	-1.0%
28	Cc1ccc(C(=O)OCC(=O)c2c[nH]c3ccccc23)cc1S(=O)(=O)N1CCOCC1	6%	3%	-13%	?	0.4%
29	CC[C@]12c3[nH]c4cc(-c5ccco5)ccc4c3CCN1C(=O)[C@@H](CC(=O)NCc1ccc(OC)c(OC)c1)C[C@@H]2C(=O)N1CCN(C(=O)c2ccco2)CC1	3%	-8%	-17%	4%	7.5%
30	O=C(CSc1ccc2nnc(-c3ccccn3)n2n1)Nc1ccc(F)cc1	10%	-9%	3%	-9%	-0.7%
31	Cc1ccc(C(=O)N/C(=C/C=C/c2ccccc2)C(=O)NCc2ccco2)cc1	-13%	-16%	1%	4%	7.0%
32	COc1ccc(S(=O)(=O)Nc2ccccc2)cc1OC	-10%	-9%	1%	-2%	-0.1%

nr	ATXN viability	TGFb SMAD3 inh	EPAC2 antag	ATXN2 expr inh
25	?	?	-6%	?
26	.	0%	-3%	.
27	i	4%	2%	-6%
28	i	7%	-20%	4%
29	?	?	-8%	-12%
30	i	25%	-7%	0%
31	i	3%	-6%	13%
32	i	8%	2%	-5%

Carrying on:
nr	compound	HepG2 tox	Nrf2 inh	A549 viability	MCF10A rerep	Nrf2 ARE act
33	O=S(=O)(NC1CCSc2ccccc21)c1ccc(Cl)nc1 (configuration not stated)	19%	1%	-6%	2%	1.9%
34	Cc1cc(C)c2cc(CN(Cc3nnnn3C3CCCCC3)CC3CCCO3)c(=O)[nH]c2c1 (configuration not stated)	-44%	-2%	-18%	1%	9.0%
35	O=C(O)c1cc([N+](=O)[O-])cc2c1C=Cc1ccccc1O2	-2%	-2%	-3%	8%	-1.0%
36	Cc1cc(C(=O)NCc2ccccc2)no1	-5%	-3%	2%	15%	0.6%
37	O=c1[nH]c(SCc2ccccc2)nc2[nH]ncc12	-17%	-19%	-2%	-30%	5.8%
38	O=C(Nc1nnc(-c2ccc3c(c2)CCCC3)o1)c1c(F)cccc1F	-11%	13%	-6%	4%	5.7%
39	COc1cc(OC)cc(-c2nc(-c3ccccc3OC)no2)c1	2%	3%	1%	2%	6.8%
40	O=C1NC[C@@H](CCCCN2CCN(Cc3ccccc3)C(=O)C2=O)N(CC2CCCCC2)C1=O	.	.	.	.	-0.3%

nr	ATXN viability	TGFb SMAD3 inh	EPAC2 antag	ATXN2 expr inh
33	.	10%	-1%	-2%
34	.	?	0%	?
35	i	-3%	4%	-14%
36	i	-3%	19%	6%
37	i	?	5%	30%
38	i	3%	-7%	-2%
39	i	-3%	-15%	1%
40	i	.	9%	-1%

Later entries.
nr	compound	HepG2 tox	Nrf2 inh	A549 viability	MCF10A rerep	Nrf2 ARE act
41	Cc1cc(C)cc(NC(=O)N2CCCN(c3c(Cl)cncc3Cl)CC2)c1	-36%	10%	1%	3%	0.0%
42	COc1cc(-c2noc(-c3ccc(NC4CCCCC4)c([N+](=O)[O-])c3)n2)cc(OC)c1OC	6%	-27%	-2%	.	-1.0%
43	CCN(CCCNC(=O)CN1N=C(c2ccccc2)CCC1=O)c1cccc(C)c1	0%	.	-9%	.	-0.7%
44	Cc1nc2scc(-c3cccs3)c2c(=O)[nH]1	-20%	-14%	3%	-7%	0.4%
45	Cc1cc(C(=O)N(NC(=O)C(C)C)c2ccccc2)cs1	-10%	-12%	-18%	-3%	-0.5%
46	COc1ccc(-n2ccnc2SCC(=O)NCc2ccc3c(c2)OCO3)cc1	-31%	.	2%	9%	0.0%
47	COn1c(=S)[nH]c2ccccc2c1=O	-14%	-2%	-1%	-2%	0.3%
48	O=C(Nc1ccccc1C(=O)N1CCCCC1)c1cccc(S(=O)(=O)N2CCOCC2)c1	5%	9%	7%	10%	-0.8%

nr	ATXN viability	TGFb SMAD3 inh	EPAC2 antag	ATXN2 expr inh
41	i	-38%	-3%	-13%
42	i	?	.	-4%
43	.	-5%	.	.
44	i	-1%	8%	0%
45	i	-2%	3%	10%
46	i	1%	-3%	-10%
47	i	-3%	0%	-4%
48	i	6%	8%	-1%

The list is partial, so the mix of outcomes need not match the whole.
